Source: PubChem BioAssay
procasp7 counter: activates human procaspase-7, counter-screen for procaspase-3 activators; P55210; recombinant procaspase-7, Ac-DEVD-pNA absorbance 405 nm; D23A/D198A/D206A triple mutant, cannot self-cleave; scale: DMSO 0, 5 µM enzyme 100; activation, % at 8.5 µM; actives 0.093% (n = 330,000);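 active = percent activation above the screen-wide mean plus 3 SD, cut at about 25% in these data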
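System: Uncleavable procaspase-7 mutant enzyme; Amount: 2 µM procaspase-7 mutant as dispensed; Schedule: 1 h compound preincubation, 2 h substrate cleavage, 25 °C; Measured by: 405 nm absorbance of p-nitroaniline; Evaluation: percent activation from buffer-corrected 0–120 min absorbance change; Control set: low DMSO alone, high DMSO plus 5 µM PC-7.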
AHR activator: activates the human aryl hydrocarbon receptor. P35869. AHR-responsive luciferase reporter cells, luminescence. activation, % at 5 µM. actives 2.5% (n = 320,000); in the data active = activation above about 47%;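 also: 0% = vehicle wells and 100% = reference agonist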
LAP4 TOR yeast: modulators of TOR pathway LAP4-GFP in S. cerevisiae | S. cerevisiae LAP4-GFP multiplex, flow cytometry GFP, 3 h; median GFP as percent of DMSO wells | GFP response vs DMSO, % at 10 µM | actives 0.34% (n = 320,000) | AID 2023;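 active = GFP response vs DMSO above a set limit, about the screen mean plus 3 SD, cut at about 150% in these data; inconclusive = under 70 cell events counted for the yeast strain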
ZTA counter: blocks Epstein-Barr virus ZTA, an EBNA-1 counter-screen; inhibition, % at 11 µM; ZTA-DNA binding, fluorescence polarization; actives 0.15% (n = 320,000); in the data active = inhibition above about 33%
RPL19A-GFP yeast: yeast TOR pathway RPL19A-GFP modulation; S. cerevisiae RPL19A-GFP strain, flow cytometry, 3 h; stronger effect = lower value; percent response vs DMSO, % at 10 µM; actives 0.3% (n = 330,000);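 active = percent response vs DMSO below 50%; inconclusive = fewer than 70 events counted for the yeast strain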;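 also: median channel GFP fluorescence of the barcoded RPL19A-GFP strain; ratio of sample median GFP to plate DMSO average so 100% = DMSO; lower means less RPL19A-GFP as with rapamycin TOR inhibition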
EBNA-1 inhibitor: blocks EBNA-1 binding to DNA. EBNA-1 DNA binding, fluorescence polarization. inhibition, % at 14.8 µM. actives 0.34% (n = 300,000). AID 1950; in the data active = inhibition above about 28%
MEP2-GFP yeast: yeast TOR pathway MEP2-GFP modulation | GFP response vs DMSO, % at 10 µM | S. cerevisiae MEP2-GFP strain, flow cytometry GFP, 3 h; 100% = DMSO control level | AID 2016 | actives 0.51% (n = 330,000);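 active = GFP response versus DMSO above a set limit, roughly screen mean plus 3 SD, cut at about 180% in these data; inconclusive = fewer than 70 cells counted for a yeast strain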;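 also: median GFP fluorescence of the barcode-gated MEP2-GFP cells per well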
proCasp3 act: procaspase-3 (human) activation | P42574 | recombinant procaspase-3 D3A, Ac-DEVD-pNA absorbance 405 nm | activation, % at 8.5 µM | actives 0.11% (n = 330,000);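 active = activation above the mean of all tested compounds plus 3 SD, cut at about 21% in these data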;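 also: 0% = DMSO alone and 100% = DMSO wells spiked with extra 5 µM PC-3 D3A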
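Assay system – Procaspase-3 D3A mutant · Benchmarks – DMSO low control, extra-enzyme high control · Technique – 405 nm absorbance of p-nitroaniline, reads at 0 and 120 min · Doses – 8.5 µM nominal · Measure – % activation between DMSO and enzyme-spiked controls · Also added – Ac-DEVD-pNA chromogenic peptide substrate · Schedule – 1 h compound preincubation, 2 h substrate hydrolysis at 25 °C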
Starred values were filed as active, the others as inactive; ? = inconclusive; nt = no result given.

SMILES | procasp7 counter | AHR activator | LAP4 TOR yeast | ZTA counter | RPL19A-GFP yeast | EBNA-1 inhibitor | MEP2-GFP yeast | proCasp3 act
Cc1ccc(-n2c(N)c(S(=O)(=O)c3ccccc3)c3nc4ccccc4nc32)cc1 | -4.3 | 9.4 | 89.2 | -1.3 | 100.3 | 8.6 | 101.5 | -1.5
Cc1ccnc(NS(=O)(=O)c2ccc(NC(=O)c3oc4ccccc4c3C)cc2)n1 | 4.8 | 4.4 | 66.6 | 9.0 | 110.2 | 2.9 | 97.7 | 0.6
COc1ccc(C(=O)NCCS(=O)(=O)N(C)C2CCCCC2)cc1 | 1.5 | -1.0 | 108.2 | -2.6 | 100.6 | 1.8 | 98.8 | 6.7
CCCCCCC1(C)NC(=S)N(c2ccccc2)N1 (stereo unspecified) | 1.1 | 7.2 | 95.8 | 0.3 | 95.2 | 11.5 | 94.8 | -11.4
CCOc1ccc(Nc2oc(-c3ccccc3Cl)nc2C#N)cc1 | -2.5 | 16.3 | 90.0 | -3.1 | 99.2 | 4.0 | 99.0 | 0.0
Cc1ccc(NC(=O)CN(C)C(=O)/C=C/c2ccc3c(c2)OCO3)cc1 | 6.0 | 2.4 | 103.7 | 1.0 | 95.5 | nt | 102.0 | 5.0
CSc1cccc(NC(=O)CC2Oc3ccccc3NC2=O)c1 (stereo unspecified) | 3.7 | 16.5 | 98.8 | 5.4 | 106.0 | 9.4 | 111.0 | 6.9
COc1cccc(C(=O)NCCS(=O)(=O)NCCCc2ccccc2)c1 | 3.2 | 0.5 | 103.1 | -23.2 | 97.1 | 1.1 | 91.3 | -14.4
COc1ccc2sc(N(CCCN(C)C)C(=O)c3ccc(S(=O)(=O)N4CCCC4)cc3)nc2c1 | -2.1 | -6.2 | 107.6 | 3.1 | 98.4 | -5.1 | 93.6 | 2.4
Cc1cc(C)n(CC(=O)NCc2ccccc2)c(=O)c1C#N | 11.2 | -0.4 | ? | 0.5 | ? | -4.1 | ? | 1.7
COC(=O)C1C2C=CC(C3CC23)C1C(=O)OCC(=O)c1ccccc1 (stereo unspecified) | 4.9 | -6.4 | 98.3 | -7.2 | 102.6 | 7.6 | 110.3 | 4.0
CCCCn1c2c(c(=N)c3ccccc31)CCC2 | -3.1 | 4.3 | 105.0 | -4.1 | 103.1 | 5.4 | 101.2 | 1.7
Cc1cccnc1NC(=S)NCc1ccco1 | -10.7 | 0.7 | 112.8 | -4.1 | 95.7 | -8.0 | 98.7 | 1.5
Cc1nc(SCC(=O)NCc2ccc(F)cc2)c2c(=O)n(C)c(=O)n(C)c2n1 | -0.3 | -0.8 | 111.9 | 8.3 | 99.6 | -18.4 | 100.4 | -7.5
C[C@H](NC(=O)c1ccccc1Cl)C(=O)OC(C(=O)Nc1cc(C(F)(F)F)ccc1Cl)c1ccccc1 (stereo partly specified) | -7.2 | -9.0 | 85.4 | 6.0 | 103.7 | -8.4 | 107.8 | 7.2
CCOc1ccc(CCNC(=O)c2cc3sccc3n2CC)cc1OCC | -1.3 | 23.8 | 104.9 | -4.4 | 104.9 | -3.6 | 97.9 | -1.6
COC(=O)c1c(NC(=O)COC(=O)c2ccccc2O)sc2c1CCCCC2 | 2.9 | 2.7 | 96.0 | -8.8 | 100.3 | 3.9 | 102.7 | 1.1
ClC1(Cl)CC1CSc1nnc(-c2ccncc2)o1 (stereo unspecified) | -1.6 | 0.1 | 85.5 | -8.5 | 102.0 | -20.5 | 108.0 | -1.5
CN1CCN(S(=O)(=O)c2cc([N+](=O)[O-])ccc2N/N=C/c2ccc(Cl)cc2)CC1 | 4.2 | -0.1 | 97.9 | 4.7 | 99.6 | 8.7 | 101.1 | 0.1
CC1=CCP(=O)(c2ccccc2)C1 (stereo unspecified) | 12.8 | -0.9 | 87.3 | -6.9 | 87.7 | -4.0 | 90.7 | -3.4
COc1ccc(NC(=O)c2cnc(SC)n2-c2ccc(F)cc2)c(OC)c1 | 3.1 | 6.7 | 105.3 | 7.3 | 100.3 | -1.6 | 102.8 | -7.9
Cc1ccc(S(=O)(=O)N2CCN(C(=O)C(C)Cn3nc(C)c(C)c3C)CC2)cc1 (stereo unspecified) | 10.0 | -2.1 | 94.6 | -0.3 | 104.8 | 2.1 | 100.3 | 5.4
Cc1nnc(SCC(=O)N/N=C/c2cn(-c3ccccc3)nc2-c2ccc(F)cc2)n1-c1ccccc1 | 13.3 | 15.0 | 99.6 | -2.4 | 103.5 | -4.9 | 102.8 | -5.0
C#CCSc1nnc(-c2cc3c(C(F)(F)F)nn(C)c3s2)n1C | -14.9 | -2.3 | 97.5 | 1.4 | 93.3 | -10.6 | 95.8 | -1.3
Cc1c(NC(=S)N/N=C/C=C/c2ccccc2)c(=O)n(-c2ccccc2)n1C | 3.8 | -1.0 | nt | -9.4 | 97.9 | -11.9 | 100.0 | -5.4
Cc1nn(C)c(C)c1NC(=O)c1ccc(Cl)cc1 | 5.7 | -1.6 | 91.9 | 6.0 | 101.7 | 1.4 | 99.2 | 8.1
Cc1cc(=O)n(C)c(=O)n1CCCCCN1CCCC1 | -0.9 | -0.4 | 98.7 | -18.6 | 99.8 | -3.1 | 100.2 | -4.7
COc1cc(Cl)c(C)cc1NC(=O)COC(=O)c1ccc(CN2CCCC2=O)cc1 | -1.2 | 7.6 | 105.2 | 21.3 | 97.0 | nt | 98.2 | 0.5
Cc1c(C)c2cc(Cl)c(O)c(CN3CCCCC3)c2oc1=O | 5.0 | -2.5 | 91.2 | -1.4 | 99.8 | -9.0 | 99.8 | -1.2
O=C(N1CCOCC1)N1c2ccccc2CC(N2CCOCC2)c2ccccc21 (stereo unspecified) | 7.8 | 2.3 | 82.3 | 1.4 | 87.2 | -6.2 | 90.5 | -7.6
Cc1oc2c(O)c(O)ccc2c(=O)c1-c1ccc(Cl)cc1 | -29.3 | 1.5 | 93.7 | 5.1 | 95.0 | 11.1 | 105.9 | -19.3
Cc1ccc(Cl)cc1NC(=O)CCC(=O)O | 6.1 | -0.8 | 105.3 | -4.7 | 95.3 | 1.8 | 101.5 | -12.3
CNC(=S)N/N=C/c1cn(Cc2ccc(F)cc2)c2ccccc12 | 9.0 | 35.5 | 105.2 | 13.4 | 101.1 | -0.7 | 97.2 | 11.3
CC(C)(C)NC(=O)COC(=O)c1cc(S(=O)(=O)N2CCCCC2)ccc1N1CCOCC1 | -5.2 | 0.8 | 100.2 | -12.8 | 96.1 | -9.6 | 102.3 | -0.1
COc1ccc(-c2nnc(NC(=O)c3cccs3)s2)c(OC)c1 | 0.2 | 18.1 | 103.9 | 3.9 | 96.3 | 14.2 | 101.9 | -1.2
O=C(c1cccc(S(=O)(=O)N2CCCC2)c1)N1CCN(c2ccccc2F)CC1 | 1.5 | 0.9 | 99.3 | 8.7 | 98.6 | -3.7 | 100.7 | -0.3
CCCN(CC(=O)Nc1ccccc1OC)C(=O)c1cc(-c2ccccc2)nn1-c1ccccc1 | -3.4 | 2.0 | 97.2 | -4.3 | 97.9 | nt | 98.7 | 4.2
O=C(NNC(=O)C12CC3CC(CC(C3)C1)C2)c1ccccc1F | 7.7 | 0.7 | 96.6 | 9.9 | 100.8 | -4.4 | 106.2 | -6.9
COc1ccc(-c2ccc(C)cc2)cc1[C@H]1[C@H]2C=CC[C@@H](C)[C@@H]2C(=O)N1Cc1ccccc1 | 14.5 | -2.0 | 140.7 | -4.3 | 99.3 | 8.1 | 91.7 | 11.9
Cc1c2ccccc2cc(Cc2ccccc2)[n+]1C | 1.6 | 15.0 | 87.8 | 6.4 | 98.8 | 3.0 | 98.8 | 1.9

3 entries out of the list above, sorted by the number in proCasp3 act, ascending.
Structure	AHR activator	LAP4 TOR yeast	RPL19A-GFP yeast	EBNA-1 inhibitor	MEP2-GFP yeast	proCasp3 act
Cc1oc2c(O)c(O)ccc2c(=O)c1-c1ccc(Cl)cc1	1.5	93.7	95.0	11.1	105.9	-19.3
Cc1ccc(Cl)cc1NC(=O)CCC(=O)O	-0.8	105.3	95.3	1.8	101.5	-12.3
CC(C)(C)NC(=O)COC(=O)c1cc(S(=O)(=O)N2CCCCC2)ccc1N1CCOCC1	0.8	100.2	96.1	-9.6	102.3	-0.1

2 entries from above, tab-delimited.
molecule	procasp7 counter	AHR activator	LAP4 TOR yeast	ZTA counter	RPL19A-GFP yeast	EBNA-1 inhibitor	MEP2-GFP yeast	proCasp3 act
COc1ccc(-c2ccc(C)cc2)cc1[C@H]1[C@H]2C=CC[C@@H](C)[C@@H]2C(=O)N1Cc1ccccc1	14.5	-2.0	140.7	-4.3	99.3	8.1	91.7	11.9
Cc1c2ccccc2cc(Cc2ccccc2)[n+]1C	1.6	15.0	87.8	6.4	98.8	3.0	98.8	1.9

Other results:
SMILES | procasp7 counter | AHR activator | LAP4 TOR yeast | ZTA counter | RPL19A-GFP yeast | EBNA-1 inhibitor | MEP2-GFP yeast | proCasp3 act
CCOc1ccc(CCNC(=O)Cn2ncn3nc(-c4ccc(OC)cc4)cc3c2=O)cc1 | -2.3 | 13.3 | 101.1 | 1.4 | 98.7 | -1.4 | 95.9 | -2.3
C=CCn1c(SCC(=O)NCC2CCCO2)nc2sc(CC)cc2c1=O (stereo unspecified) | 12.5 | 1.1 | 95.2 | nt | 100.3 | nt | 100.1 | 8.7
O=C(Nc1ccc(N2CCN(C(=O)c3ccccc3)CC2)c(Cl)c1)c1ccc(Br)o1 | -9.0 | -1.3 | 122.6 | 11.8 | 95.4 | -0.4 | 101.7 | 4.8
O=C(C[C@@H]1C/C=C\C[C@H](Cc2ccc(F)cc2)C(=O)OC[C@@H](c2ccccc2)NC1=O)NCCO | -2.3 | 0.2 | 96.6 | nt | 93.8 | nt | 100.5 | -4.9
COc1cc(CCC(=O)Nc2nccs2)cc(OC)c1OC | -4.1 | 6.0 | 109.0 | -0.3 | 98.0 | -10.4 | 98.9 | 12.5
CCNC(=S)Nc1ccc(Cc2ccncc2)cc1 | 2.9 | 3.4 | 100.2 | -0.5 | 99.6 | 8.6 | 101.0 | 7.0
CC(C)(C)C(=O)Nc1c2c(nc3c1CCC3)CCCC2 | 4.6 | 6.4 | 93.1 | -19.5 | 92.3 | -3.9 | 91.3 | 6.1
O=C(OCc1c(F)cccc1Cl)c1cccnc1Cl | -10.8 | -2.6 | 94.3 | -1.0 | 105.5 | -3.9 | 111.7 | 4.5
O=C(OCCc1ccccc1)c1cc(O)c(O)c(O)c1 | -29.8 | 1.8 | 111.2 | -3.2 | 118.2 | -4.9 | 102.2 | -15.2
Cc1ccc(NC(=O)CSc2nnc(-c3ccoc3C)n2CCCN(C)C)cc1Cl | -9.1 | 1.0 | 92.2 | -5.1 | 99.2 | 0.2 | 98.5 | -1.4
O=C(COc1ccccc1)NC1CCCc2ccccc21 (stereo unspecified) | 0.9 | 2.4 | 91.2 | 6.4 | 103.1 | 1.9 | 105.7 | -2.1
COc1ccccc1OCc1nc(Cc2ccc(Cl)cc2)no1 | -2.2 | 6.5 | 104.3 | 13.8 | 97.8 | -5.3 | 89.5 | 4.5
O=C(Nc1nccs1)c1ccc(S(=O)(=O)N2CCOCC2)cc1 | -2.4 | 5.2 | 96.5 | 0.2 | 100.7 | -2.8 | 113.6 | 5.5
Cc1cc(Nc2cccc(Cl)c2)nc(-c2ccccc2O)n1 | 8.3 | 42.5 | 87.2 | 14.6 | 101.8 | 13.6 | 102.2 | 1.1
O=C(CSc1n[nH]c(-c2ccncc2)n1)c1cccc([N+](=O)[O-])c1 | -0.6 | 7.2 | 103.4 | 20.1 | 99.5 | 11.2 | 95.9 | 4.8
Cc1ccc(C)c(N2CCN(C(=O)CCS(=O)(=O)c3cccc4nonc34)CC2)c1 | -4.6 | 12.9 | 105.0 | -10.8 | 100.9 | -21.8 | 102.9 | -8.1
